FLuc inhib CS: inhibits firefly luciferase, flagging false hits in luciferase inhibition screens; P08659; ATPLite firefly luciferase biochemical luminescence, 10 min; inhibition, % at 10 µM; 1.5% of 200,000 active;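 active = inhibition above about 50% when tested at 10 µM, limit read from the data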
Target sequence (P08659 whole entry, looked up): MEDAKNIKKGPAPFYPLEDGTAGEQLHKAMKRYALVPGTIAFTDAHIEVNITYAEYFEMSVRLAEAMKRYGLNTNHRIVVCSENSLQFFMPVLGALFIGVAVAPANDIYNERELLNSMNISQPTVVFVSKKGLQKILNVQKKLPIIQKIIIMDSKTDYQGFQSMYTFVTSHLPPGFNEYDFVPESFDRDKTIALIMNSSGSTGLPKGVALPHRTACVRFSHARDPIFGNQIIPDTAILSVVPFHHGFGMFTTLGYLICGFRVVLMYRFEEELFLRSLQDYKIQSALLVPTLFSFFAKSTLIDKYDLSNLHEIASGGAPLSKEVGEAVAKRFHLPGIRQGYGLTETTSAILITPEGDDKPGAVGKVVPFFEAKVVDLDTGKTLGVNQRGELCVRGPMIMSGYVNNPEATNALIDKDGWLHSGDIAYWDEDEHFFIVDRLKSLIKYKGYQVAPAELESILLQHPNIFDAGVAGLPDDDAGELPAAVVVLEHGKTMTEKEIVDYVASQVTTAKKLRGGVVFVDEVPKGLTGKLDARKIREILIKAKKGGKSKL
RAM inhibit: inhibitors of the yeast RAM network; inhibition, % at 50 µM; AID 868; 1.8% of 190,000 active; S. cerevisiae dse1pr::URA3 reporter, 5-FOA growth OD615, 2 d; analog-sensitive cbk1-as2 kinase mutant strain;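 active = inhibition above a set limit, 3 SD over mean compound inhibition, cut at about 8.4% in these data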;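 also: 0% = DMSO-only wells with no growth and 100% = 10 µM 1-NA-PP1 full growth; inhibition rescues growth on 5-FOA so higher OD means more RAM inhibition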
NF-kB expr up: NF-kB expression increase, human neuronal cells | NF-kB reporter expression; hits give high values | fold change at 12.5 µM | 1.6% of 190,000 active; in the data active = fold change above about 3.3
APP 5'UTR act: APP 5'UTR luciferase reporter activation | SH-SY5Y APP 5'UTR luciferase reporter, luminescence; zero percent = DMSO vehicle wells | activation, % at 2 µM | 1% of 190,000 active;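 active = activation above a set limit, based on mean plus 3 SD of controls, cut at about 140% in these data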; also: values of inactives mirror those of a sister screen read the other way
APP 5UTR inh: APP translation inhibition | SH-SY5Y APP 5'UTR-luciferase reporter, luminescence | inhibition, % at 2 µM | 0.82% of 190,000 active;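 active = inhibition above a set limit, derived from the sample mean plus 3 SD, cut at about 45% in these data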; also: values of inactives mirror those of a sister screen read the other way
STAT1 activator: increases IFN-gamma driven STAT1 reporter signal; NIH 3T3 STAT1-luciferase reporter, luminescence; 100% = IFN-gamma alone, no compound; activation (% of control), % at 5.5 µM; 2.6% of 200,000 active; AID 932;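 active = activation above the screen-wide mean activation plus 3 SD, cut at about 130% in these data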;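 also: raw ratio to IFN-gamma control signal so 100% means no change and 0% no light; values of inactives mirror those of a sister screen read the other way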
STAT3 activator: increases IL-6 driven STAT3 reporter signal; U3A cells, IL-6 STAT3-luciferase reporter, luminescence; 100% = signal with IL-6 EC80 alone; activation (% of control), % at 5.6 µM; 0.91% of 190,000 active;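 active = activation above the screen-wide mean of compound activation plus 3 SD, cut at about 130% in these data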;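 also: 0% = background luminescence of wells with medium and substrate only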
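Test system: Human STAT1-deficient U3A cells with stable STAT3-luciferase reporter | Also added: Interleukin-6, 33 ng/mL | Timing: Compound pre-incubation 1 h before IL-6, then 6 h stimulation at 37 °C | Technique: Luciferase reporter luminescence | Read-out: Percent of IL-6-only median luminescence | Benchmarks: IL-6-only wells as 100% reference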
Hsp70 activator: transcriptional activators of Hsp70. HeLa Hsp70 promoter luciferase reporter, luminescence; scaled: vehicle 0, proteasome-inhibitor control 100%. activation, % at 10 µM. 0.04% of 200,000 active. AID 1203;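 active = activation above the mean across all tested compounds plus 3 SD, cutoff set per campaign, cut at about 5.5% in these data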;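 also: 100% = MG132 at 30 µM as the positive control and 0% = DMSO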
STAT1 blocker: STAT1 signaling inhibition. NIH 3T3 STAT1-luciferase reporter, IFN-gamma, luminescence. inhibition, % at 5.5 µM. 0.35% of 200,000 active. AID 920;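 active = inhibition above a set limit, the mean inhibition across all tested compounds plus 3 SD, cut at about 34% in these data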;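 also: 0% = IFN-gamma with DMSO and 100% = IFN-gamma with 300 µM nifuroxazide; values of inactives mirror those of a sister screen read the other way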
STAT3 blocker: inhibitors of IL-6 induced STAT3 signaling; AID 862; 0.89% of 190,000 active; inhibition, % at 5.5 µM; U3A cells, IL-6 STAT3-luciferase reporter, luminescence; host cell line lacks STAT1;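 active = inhibition above the mean inhibition across all screened compounds plus 3 SD, cut at about 44% in these data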;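 also: 0% = DMSO only wells and 100% = 100 µM nifuroxazide control wells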
The depositor's hits bear a star; x = no result given.

Molecule	FLuc inhib CS	RAM inhibit	NF-kB expr up	APP 5'UTR act	APP 5UTR inh	STAT1 activator	STAT3 activator	Hsp70 activator	STAT1 blocker	STAT3 blocker
O=C(O)C1C(c2ccccc2)C(C(=O)OCc2ccco2)C1c1ccccc1 (stereo not drawn)	-6	0.2	x	8	13	99	102	-0.2	-1	4
CCOC(=O)c1cnn(CCOC(=O)c2ccc(F)cc2)c1NC(=O)c1ccc(F)cc1	-4	-0.3	1.1	-5	5	96	101	-0.3	6	-3
C[C@H]1CN=C2N(CCNC(=O)CCC3CCCCC3)[C@H](Cc3ccc(O)cc3)CN21	-7	0.7	1.1	14	-14	95	x	-0.2	7	x
Cn1c(=O)c2ncn(CC(=O)Nc3ccc4oc(-c5cccc6ccccc56)nc4c3)c2n(C)c1=O	x	x	x	17	-16	95	80	0.3	5	26
O=C(NC(Cc1ccc(F)cc1)C(=O)O)c1ccccc1 (stereo not drawn)	1	0.0	0.88	12	-12	104	108	0.2	-4	-7
Cn1cc(C(=O)NC2CCCCC2)c(=O)c2cc(S(=O)(=O)N3CCCC3)ccc21	-7	1.0	1.2	0	0	100	102	-0.1	-1	2
O=C(CC1Sc2ccccc2NC1=O)c1ccc(Br)cc1 (stereo not drawn)	4	3.8	1.5	26	-26	116	98	0.1	-18	4
CCOc1ccccc1NC(=O)Cn1nnc(C(=O)NCCc2ccc(OC)c(OC)c2)c1N	-6	1.9	1.8	10	-10	92	97	-0.3	7	6
CCOC(=O)C1C(C)=CC(=O)CC1c1ccco1 (stereo not drawn)	-3	0.2	0.87	-11	11	95	88	0.1	5	25
O=C(Nc1ccc(S(=O)(=O)N2CCOCC2)cc1)c1cccs1	-4	1.4	1.1	0	0	109	105	0.1	-6	-3
CCOC(=O)c1cc(C#N)c(N2CCN(C)CC2)nc1-c1ccccc1	-5	0.8	0.98	-29	29	95	109	-0.2	5	-9
COCCOC(=O)C1=C(C)NC2=C(C(=O)CCC2)C1c1cc2c(cc1Br)OCO2 (stereo not drawn)	-6	1.0	1.1	20	-20	95	93	0.1	5	15
CN(C)c1ccc(/C=C/C=N/Nc2nc(N3CCOCC3)nc(N3CCOCC3)n2)cc1	-3	2.5	0.8	-8	8	108	103	-0.4	-11	3
C[C@H](NC(=O)NCCc1ccccc1)C(=O)O	0	-0.6	1.1	1	0	105	103	0.1	-5	2
O=[N+]([O-])c1cc(C(F)(F)F)ccc1NCCCN1CCOCC1	-4	-0.1	1.2	-5	5	106	108	-0.3	-9	-5
O=C(/C=C/Nc1ccc(F)cc1F)c1ccco1	97*	1.6	4.9*	152*	-152	28	30	-0.4	77*	84*
CCN(CC)S(=O)(=O)c1ccc(NC(=O)C2c3ccccc3Oc3ccccc32)cc1	-8	8.6*	0.8	-1	1	97	111	-0.4	3	-9
COc1ccc(OC)c(NC(=O)CSC2=C(C#N)C(c3ccco3)C3=C(CCCC3=O)N2)c1 (stereo not drawn)	5	0.8	0.85	4	-4	101	108	-0.4	-2	-3
CCn1c(SCc2nc3ccccc3[nH]2)nnc1-c1ccc(OC)cc1	-2	3.1	0.81	-6	6	84	89	-0.4	18	17
CC(C)(C)NC(=O)CN(C(=O)C(=O)Nc1ccc2c(c1)OCCO2)C(C)(C)C	-4	-0.4	1.2	17	-17	96	99	0.0	4	6
Cn1ncc(Br)c1C(=O)N1CCN(C(=O)c2ccco2)CC1	-6	0.5	1.2	6	-6	100	93	-0.5	0	11
CC(Sc1nnc(-c2cccnc2)n1-c1ccccc1)C(=O)NCc1ccc2c(c1)OCO2 (stereo not drawn)	6	1.7	1.1	9	-9	111	96	-0.3	-12	6
Nc1nc(SCC(=O)Nc2ccccc2Sc2ccccc2)n[nH]1	-5	0.8	0.84	-13	14	102	102	-0.5	-3	-4
CCOC(=O)c1ccc(N2C(=O)C3ON(c4ccccc4)C(c4ccco4)C3C2=O)cc1 (stereo not drawn)	-7	4.2	1.1	3	-3	105	109	-0.2	-6	-2
CCOc1cc(/C=N/NC(=O)c2nn(C)cc2Br)ccc1OCc1ccccc1	1	6.6	1	-17	17	106	111	-0.3	-7	-12
CCc1nc2ccccc2c(C(=O)Oc2ccc(C(=O)OC)cc2)c1C	-1	-0.9	1.1	6	-6	102	94	-0.2	-2	5
NC(=S)Cc1nc(-c2ccc(Cl)cc2)cs1	-3	-1.6	1.9	11	-11	103	85	-0.2	-5	26
CC1(C)CC(=O)C2=C(C1)NC1=C(C(=O)c3ccccc31)C2c1ccc(O)cc1 (stereo not drawn)	-3	4.8	1.1	-2	2	96	96	-0.1	4	5
COc1ccccc1NC(=S)NNC(=O)c1ccncc1	-1	2.6	1.6	-12	12	106	95	-0.1	-7	10
Cc1ccc(Cl)cc1N1CCN(C(=O)Cc2c(C(=O)O)[nH]c3ccccc23)CC1	-4	7.2	1.1	-9	9	92	138*	-0.3	8	-45
O=C(O)/C=C/C(=O)N1CCN(c2ccccc2F)CC1	-5	2.6	1.2	-10	10	98	103	0.2	2	0
COc1ccccc1NC(=O)CSc1nnc(Cc2ccccc2)o1	-4	-0.6	0.92	-7	7	95	98	-0.3	0	6
CCOC(=O)C1CCN(Cc2ccccc2C(F)(F)F)CC1	-2	0.4	2.1	91	-54	108	108	-0.1	-9	-3
O=C1CSC(c2ccc(Cl)cc2)N1Nc1nc(N2CCOCC2)nc(N2CCOCC2)n1 (stereo not drawn)	-10	-0.1	1.1	2	-2	111	108	0.2	-13	-7
CC(CNc1ccc([N+](=O)[O-])cc1)NC(=O)c1ccccc1Br (stereo not drawn)	-7	1.4	1.1	-5	5	111	100	0.1	-5	9
CC1CCN(C(=O)COC(=O)c2ccc3c(c2)OCO3)CC1	13	-1.0	0.93	64	-64	126	114	0.2	-29	-9
O=S(Cc1cc(Oc2ccccc2)nc(-c2ccccc2)n1)c1ccccc1 (stereo not drawn)	-5	7.2	1.3	-2	2	99	93	-0.4	1	18
O=C1/C(=C\Nc2ccc(OC(F)(F)F)cc2)CCN1c1ncccn1	-3	-0.4	3.2	x	x	131*	89	-0.1	-34	19
CNC(=O)c1snnc1-c1ccccc1	-5	0.4	1.1	3	-3	102	103	-0.1	-2	-2
COc1ccccc1CNC(=O)CSc1nn2c(=O)c(C(C)(C)C)nnc2s1	-3	4.0	1.1	-2	2	99	104	0.8	2	4
CCOc1ccc(-c2ncncc2-c2ccc(OC)cc2)c(O)c1	-5	2.6	0.98	-7	7	100	94	0.1	0	9
Cc1nn(CCc2n[nH]c(=S)n2C)c(C)c1Br	4	-0.5	1	-21	21	107	106	-0.1	-8	-3
CC(=O)Nc1ccc(/C(C)=N/NC(=O)c2ccncc2)cc1	-1	1.6	1.1	13	-13	114	103	-0.2	-15	-4
Nc1nc(-c2ccc3c(c2)OCCO3)cs1	39	-0.2	2.4	24	-24	114	104	-0.1	-14	1
COc1ccc(C2CC(=O)C=C(O)C2)cc1 (stereo not drawn)	-2	2.6	1.1	0	0	106	106	-0.3	-6	-3
Cc1cc(C)c(S(=O)(=O)N2CCOC2CNC(=O)C(=O)NCCc2c[nH]c3ccccc23)c(C)c1 (stereo not drawn)	-6	2.5	0.49	12	-12	94	106	0.3	6	-7
CCCCNc1nc2ccccc2n1CC(=O)N1CCc2ccccc2C1	-6	5.0	0.71	-12	12	98	88	0.1	2	18
N#Cc1c(NC(=O)CN2CCOCC2)oc(-c2ccccc2)c1-c1ccccc1	-5	-0.8	1.1	8	-8	89	91	-0.4	12	16
Cc1ccc(NC(=O)c2nc3nccc(C)n3n2)c(C)c1	12	1.1	2	38	-38	119	97	-0.2	-20	8
CCC1c2ccc(C)n2CCN1C(=O)Nc1cc(Cl)ccc1OC (stereo not drawn)	-2	0.9	1.3	9	-9	98	106	-0.3	2	-4

(cont.)
Molecule	FLuc inhib CS	RAM inhibit	NF-kB expr up	APP 5'UTR act	APP 5UTR inh	STAT1 activator	STAT3 activator	Hsp70 activator	STAT1 blocker	STAT3 blocker
COC(=O)C1CCN(c2cnccn2)CC1	1	1.2	x	-5	5	104	105	0.5	-6	0
Cn1nc(-c2ccc(Cl)cc2)c2cc(C(=O)NCCCN3CCCC3)sc21	-7	0.3	1.2	10	-10	97	166*	0.3	3	-67
O=C1NC(=O)/C(=C/c2ccccc2Oc2ccc(Cl)cc2)S1	-3	5.6	1.1	-1	1	94	99	-0.1	7	7
COC(=O)c1ccc(SCC(=O)NC2CCCCC2)c([N+](=O)[O-])c1	-4	0.5	1.2	-7	8	101	101	-0.1	-1	-3
CC(/C=C/c1ccccc1)=N\Nc1ccccc1[N+](=O)[O-]	-3	5.2	2	46	-46	111	91	0.1	-15	16
O=C(N/N=C/c1sc(N2CCOCC2)nc1-c1ccccc1)c1ccccc1O	1	3.7	0.58	-7	6	96	89	0.0	4	11
Cc1cccc(CSc2nnc(C)c(=O)n2N)c1	-5	0.1	0.97	22	-22	98	86	-0.2	3	19
Cn1ncc([N+](=O)[O-])c1C(=O)Nc1nc2ccccc2n1CCN1CCCCC1	0	3.2	0.81	-6	6	93	94	0.4	8	11
COCCN(C(=O)c1csnn1)C(C(=O)NC1CCCCC1)c1sccc1C (stereo not drawn)	3	-0.5	1.2	-16	16	100	103	-0.2	0	4
Cc1nc(C)c(C(=O)N/N=C/c2cn(C)c3ccccc23)s1	4	0.7	0.73	x	x	103	85	-0.2	-3	17
Cc1ccc(-c2cc(C(=O)Nc3cc(C)on3)no2)cc1	-6	1.4	1.8	12	-12	106	95	-0.3	-8	8
CCCNC(=O)NC(=O)CSc1ccc2c(c1)OCCO2	-6	2.6	1.1	6	-6	86	103	-0.1	15	2
NC(=O)N/N=C/c1cc(Br)ccc1OC(=O)c1ccccc1	-1	5.9	0.97	-4	4	103	97	0.0	-4	2
COc1cc(/C=C/C(=O)NNc2c(F)c(F)cc(F)c2F)ccc1OC(F)F	-7	3.3	1.2	10	-10	105	99	-0.3	-5	7
COC(=O)[C@@H](NC(=O)Nc1ccc(OC)cc1)C(C)C	-1	-0.9	1.1	11	-11	105	99	0.0	-6	8
O=C(CSc1nnnn1-c1ccc(O)cc1)Nc1ccc(N2CCOCC2)c(Cl)c1	-3	3.3	1.9	-12	12	112	99	-0.5	-9	3
COc1cc(/C=C/C(=O)c2ccc(NS(=O)(=O)c3ccc(C)cc3)cc2)cc(OC)c1O	-5	7.5	1.1	-22	22	102	102	0.2	-2	-7
O=C(NCCCN1CCN(c2ccccc2F)CC1)C1CCCN(S(=O)(=O)c2cnc[nH]2)C1 (stereo not drawn)	-3	1.7	0.99	-11	10	95	98	-0.1	5	8
COc1ccc(NC(=O)CN2CCN(c3ccccc3F)CC2)cc1	-2	0.0	1.1	15	-15	89	94	-0.4	12	9
CCOC(=O)CC(=O)CSc1nnc2sc3ccccc3n12	21	1.6	1.6	3	-2	96	96	-0.2	4	9

Rows were taken by chance (roughly 7.7% active in at least one column).
